Screening results deposited in PubChem BioAssay by Sanford-Burnham Center for Chemical Genomics.
ATG4B inhibitor – ATG4B protease inhibitors, primary screen, biochemical, fluorescence, uHTS; ATG4B cleavage of LC3-PLA2, NBD-HPC fluorescence, 1 h; inhibition, % at 8.33 µM; 340,000 tested, 0.51% active; in the data active = inhibition above about 40%
Target sequence (Q9Y4P1 whole entry, looked up): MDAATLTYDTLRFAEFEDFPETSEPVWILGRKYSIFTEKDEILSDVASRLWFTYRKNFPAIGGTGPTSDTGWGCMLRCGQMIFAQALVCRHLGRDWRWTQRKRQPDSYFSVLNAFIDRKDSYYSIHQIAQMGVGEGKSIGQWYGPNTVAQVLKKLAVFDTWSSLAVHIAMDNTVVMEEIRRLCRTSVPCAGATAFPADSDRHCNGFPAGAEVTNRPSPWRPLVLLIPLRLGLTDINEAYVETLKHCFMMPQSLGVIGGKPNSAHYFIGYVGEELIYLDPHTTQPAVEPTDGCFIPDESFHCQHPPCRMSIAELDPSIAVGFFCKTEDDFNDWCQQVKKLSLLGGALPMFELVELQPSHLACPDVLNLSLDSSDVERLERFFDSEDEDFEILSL
hIAP block – human IAP inhibitors, primary screen, biochemical, luminescence, uHTS; Intestinal-type alkaline phosphatase (Homo sapiens), P09923; purified IAP, CDP-Star luminescence, 30 min; inhibition, % at 10 µM; 330,000 tested, 0.12% active; AID 2544, 2010;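 active = inhibition reaching a set limit with compound at 10 µM in the primary screen, cut at about 35% in these data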;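 also: plate controls were DMSO wells with enzyme for no effect and no-enzyme buffer wells for full effect; values of inactives mirror those of a sister screen read the other way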
Target sequence (P09923 whole entry, looked up): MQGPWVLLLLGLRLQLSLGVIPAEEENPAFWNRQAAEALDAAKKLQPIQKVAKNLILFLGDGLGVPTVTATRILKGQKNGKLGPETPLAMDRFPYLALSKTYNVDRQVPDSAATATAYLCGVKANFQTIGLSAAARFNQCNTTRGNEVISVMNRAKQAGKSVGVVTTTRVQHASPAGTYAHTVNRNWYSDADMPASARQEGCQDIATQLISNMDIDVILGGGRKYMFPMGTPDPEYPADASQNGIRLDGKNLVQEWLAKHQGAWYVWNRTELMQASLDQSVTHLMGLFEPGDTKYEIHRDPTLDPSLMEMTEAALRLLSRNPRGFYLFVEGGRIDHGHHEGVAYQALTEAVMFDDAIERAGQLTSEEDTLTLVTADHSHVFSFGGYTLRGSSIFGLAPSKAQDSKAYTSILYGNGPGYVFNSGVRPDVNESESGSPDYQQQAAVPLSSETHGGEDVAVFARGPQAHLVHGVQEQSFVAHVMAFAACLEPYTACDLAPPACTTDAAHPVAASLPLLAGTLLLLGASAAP
NLRP3 yeast inh – NALP3 inflammasome inhibitors in reconstituted yeast, primary screen, luminescence, uHTS. Yeast reconstituted NLRP3/ASC/caspase-1, beta-gal luminescence, 24 h. inhibition, % at 10 µM. 330,000 tested, 0.39% active. AID 2825, 2010;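 active = inhibition of 50% or more; inactive = inhibition below 50%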;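 also: plate controls were induced DMSO wells for no effect and uninduced yeast grown without galactose for full effect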
mIAP inh – inhibitors of mouse IAP, primary screen, biochemical, luminescence, uHTS. purified mouse IAP, CDP-Star luminescence, 30 min. inhibition, % at 10 µM. 330,000 tested, 0.2% active. AID 2806, 2010;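 active = inhibition of at least 40% at 10 µM in the primary screen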;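 also: plate controls were DMSO with enzyme for no effect and no enzyme wells for full effect; values of inactives mirror those of a sister screen read the other way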
Apaf1 inhib – inhibitors of human Apaf-1 apoptosome, primary screen, biochemical, DEVD-Rh110 fluorescence, uHTS | Apoptotic protease-activating factor 1 (Homo sapiens), O14727 | reconstituted apoptosome caspase-3 activity | inhibition, % at 20 µM | 330,000 tested, 0.71% active | AID 489030, 2010; active = inhibition of at least 40% at 20 µM;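 also: plate controls were DMSO wells for no effect and DEVD-CHO caspase inhibitor wells for full effect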
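Material: cell-free apoptosome with Apaf-1, procaspase-3 and caspase-9; Buffer or medium: Hepes pH 7.5 with detergent and BSA; Reagent: cytochrome c trigger plus (Z-DEVD)2-Rh110 caspase-3 substrate; Times: compound with Apaf-1, dATP, procaspase-3 30 min, then 50 min reaction, room temperature; Technique: Rh110 fluorescence intensity.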
mIAP activ – activators of mouse IAP, primary screen, biochemical, luminescence, uHTS; intestinal alkaline phosphatase [Mus musculus]; muIAP, CDP-Star luminescence, 30 min; active compounds read high; 1 = vehicle-only enzyme signal, 0 = enzyme-free wells; activation factor at 10 µM; 330,000 tested, 0.24% active;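 active = activation factor of at least 2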; also: the source names both 10 and 20 µM as test concentration; values of inactives mirror those of a sister screen read the other way
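Assay system: mouse IAP enzyme; reagent: chemiluminescent substrate CDP-Star; dosing: test compounds delivered from DMSO solution; schedule: 30 min at room temperature; measured by: luminescence from enzymatic CDP-Star hydrolysis; controls: DMSO-only wells and no-enzyme negative control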
tim10-1 inh – growth inhibitors of tim10-1 mutant yeast, primary screen, luminescence, uHTS. 330,000 tested, 2.2% active. S. cerevisiae tim10-1 ts strain growth, BacTiter-Glo, 24 h. inhibition, % at 20 µM;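 active = inhibition of at least 40%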;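 also: mutant grown at 25 °C; 0% = DMSO wells with yeast and 100% = wells holding no yeast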
hIAP activ – human IAP activators, primary screen, biochemical, luminescence, uHTS | Intestinal-type alkaline phosphatase (Homo sapiens), P09923 | purified human IAP, CDP-Star luminescence, 30 min; active compounds read high; 1 = vehicle-only enzyme, 0 = enzyme-free background | 330,000 tested, 0.16% active | activation factor at 10 µM;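 active = activation factor of the enzyme at least 2-fold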; also: the source names both 10 and 20 µM as test concentration; values of inactives mirror those of a sister screen read the other way
TIM10 inh – growth inhibitors of isogenic TIM10 control yeast, primary screen, counter-screen for tim10-1 yeast inhibitor project, luminescence, uHTS; S. cerevisiae TIM10 strain growth, BacTiter-Glo luminescence, 24 h; inhibition, % at 10 µM; 330,000 tested, 1.4% active; AID 463195, 2010;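 active = inhibition of 40% or more at the single tested concentration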;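 also: wild-type TIM10 isogenic control strain grown at permissive 25 °C; 0% = DMSO yeast wells and 100% = minimal medium wells without yeast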
The depositor's hits bear a star; . = not tested or not shown.

SMILES	ATG4B inhibitor	hIAP block	NLRP3 yeast inh	mIAP inh	Apaf1 inhib	mIAP activ	tim10-1 inh	hIAP activ	TIM10 inh
O=C(COc1ccccc1)Nc1nc(-c2ccncc2)cs1	-14	-38	18	6	-14	0.94	25	1.4	15
CCC(C)[C@H](NC(=O)N1CC(=O)Nc2ccccc21)C(=O)N[C@H](Cc1ccccc1)C(=O)O (some centres undefined)	-17	3	10	12	-7	0.88	6	0.97	4
CCN(CC)CCn1c(NC(=O)c2ccc(C)cc2)nc2ccccc21	-10	-6	31	10	7	0.9	-13	1.1	0
COc1ccc(S(=O)(=O)N2CCC(C(=O)N3CCc4ccccc4C3)CC2)cc1	13	-20	3	-1	10	1	28	1.2	24
COC(=O)c1ccn(C(=O)c2ccc(Cl)cc2)n1	-6	3	4	15	-8	0.85	15	0.97	-5
COc1cc(OC)c(NC(=O)C2CCCN2C(=O)OCc2ccccc2)cc1Cl (centres undefined)	-3	-17	4	-5	2	1.1	31	1.2	1
CCOc1ccc(NC(=O)NCc2ccc3c(c2)OCO3)cc1	-4	10	13	4	-1	0.96	5	0.9	4
COc1cccc(NC(=O)c2cc(CN3C(=O)c4ccccc4C3=O)ccc2OC)c1	-13	0	3	4	-1	0.96	14	1	5
Cc1cc(C(=O)O)ccc1N=Cc1c(O)ccc2ccccc12	1	24	6	3	8	0.97	17	0.76	11
CC(C)N(Cc1cn(C)nc1-c1cccc(Cl)c1)Cc1nccn1C	-5	-14	-5	-2	6	1	21	1.1	8
C#CCNC(=O)C1=C[C@@H](c2ccc(C#C)cc2)C[C@@H](OCCCCO)O1	-3	-8	16	2	6	0.98	-10	1.1	-3
CC(=O)c1ccc(NC(=O)c2cc3nc4c(c(C(F)(F)F)n3n2)CCCC4)cc1	.	-10	1	4	-4	0.96	10	1.1	-18
Cc1ccc(NCc2nnc(SCC(=O)Nc3cccc(O)c3)n2CC2CCCO2)c(C)c1 (centres undefined)	-14	-30	10	0	20	0.99	10	1.3	-7
COc1ccc(OC)c(-c2nnc(SCC(=O)N3CCOCC3)o2)c1	-7	6	16	-4	-8	1	0	0.94	-3
COC(=O)c1[nH]c2ccccc2c1NC(=O)C(C)N1CCOCC1 (centres undefined)	-6	-11	11	4	-4	0.96	-7	1.1	-1
CN(C)c1ccc(/C=N/NC(N)=S)cc1[N+](=O)[O-]	-1	3	9	7	2	0.93	-5	0.97	-8
CCCn1c(SCC(=O)NC2CCCCC2)nnc1-c1ccncc1	-6	-18	2	23	-2	0.77	11	1.2	-13
COc1ccc(N2CCN(c3cc(=O)n(Cc4ccc(F)cc4)c(=O)[nH]3)CC2)cc1	-1	18	15	2	8	0.98	-6	0.82	-4
CC(NC(=O)C1CCN(S(=O)(=O)c2ccc(Br)s2)CC1)c1ccccc1 (centres undefined)	-19	-4	12	-13	8	1.1	6	1	-9
COc1cccc(S(=O)(=O)NCc2ccc(C(=O)Nc3ccc(Cl)cc3)cc2)c1	-17	19	4	4	-3	0.96	7	0.81	5
CCCN1CCN(CCCNC(=O)CCNC(=O)Cn2ccc3ccccc3c2=O)CC1	-1	-2	9	6	3	0.94	-1	1	-13
O=c1oc2ccccc2n1Cc1ccccc1F	-3	1	-19	5	1	0.95	-13	0.99	-18
O=C(c1ccc(Cl)cc1)N1CCC(C(=O)N2CCN(c3ncccn3)CC2)CC1	-9	-8	13	-2	2	1	4	1.1	-4
O=c1c2ccccc2nc2n1CCCS2	-6	7	6	-7	-6	1.1	10	0.93	12
CCOC(=O)c1c(NC(=O)CSc2n[nH]c(-c3ccco3)n2)sc(C)c1C	14	0	17	3	17	0.97	22	1	3
Cc1ccc(/C=C2/SC(=O)N(CC(=O)N3CCOCC3)C2=O)s1	1	-1	10	-3	3	1	-2	1	-12
O=S(=O)(/N=C(/Nc1nc2ccccc2s1)c1ccccc1)c1ccc(F)cc1	13	-2	-8	9	5	0.91	16	1	9
COc1cccc(C(=O)N2CCCN(C)CC2)c1OC	5	5	-1	2	-11	0.98	3	0.95	-8
CCn1c(CCNC(=O)c2ccc(C)cc2)nnc1SCc1ccc(Cl)c(Cl)c1	-4	4	17	6	19	0.94	37	0.96	15
Cc1ccc(C2(C)NC(=O)N(CC(=O)N3c4ccccc4NC(=O)CC3C)C2=O)cc1 (centres undefined)	5	-4	-10	-12	13	1.1	5	1	0
Cc1nnc(OCc2nc3ccccc3n2C)c2ccccc12	0	15	4	-1	-7	1	16	0.85	9
CCNC(=O)CC1C(=O)N(c2ccc(OC)cc2)C(=O)N1Cc1ccc(OC)cc1 (centres undefined)	-2	-6	1	-4	-12	1	-6	1.1	-7
CC1=NN(C(N)=S)C(=O)C1N=Nc1cccc([N+](=O)[O-])c1 (centres undefined)	-5	17	37	12	-3	0.88	2	0.83	-10
Cc1cc(N2CCOCC2)cc(C)[n+]1[O-]	-1	-8	-14	11	-5	0.89	11	1.1	0
O=c1n(Cc2ccccc2)nc2n1-c1ccccc1SC2	38	15	14	-6	-7	1.1	15	0.85	23
N#CNC1=NCN(CCc2ccccc2)CN1	1	-2	9	1	-5	0.99	-2	1	-7
O=C(CN1CCN(Cc2ccccc2)CC1)Nc1cccc(Br)c1	-7	-3	35	-1	8	1	-33	1	9
CCC(C)(NC(=O)c1ccc2c(c1)OCO2)C(=O)NC1CCCCC1 (centres undefined)	7	4	-1	-8	-7	1.1	10	0.96	13
COc1ccc(C2SCCN2C(=S)Nc2cccc(Cl)c2)cc1 (centres undefined)	8	-8	25	-15	0	1.1	15	1.1	-5
CCOC(=O)c1sc2nc3c(cc2c1N)COC(C(C)C)C3 (centres undefined)	1	10	4	-8	1	1.1	1	0.9	9

Quoted from the listing.
Result of CC1=NN(C(N)=S)C(=O)C1N=Nc1cccc([N+](=O)[O-])c1 (centres undefined) in mIAP activ: 0.88
Result of N#CNC1=NCN(CCc2ccccc2)CN1 in mIAP activ: 0.99
Result of Cc1nnc(OCc2nc3ccccc3n2C)c2ccccc12 in tim10-1 inh: 16
Result of CCn1c(CCNC(=O)c2ccc(C)cc2)nnc1SCc1ccc(Cl)c(Cl)c1 in mIAP inh: 6

The main list resumes; the 2 compounds before the break are reprinted first.
SMILES	ATG4B inhibitor	hIAP block	NLRP3 yeast inh	mIAP inh	Apaf1 inhib	mIAP activ	tim10-1 inh	hIAP activ	TIM10 inh
COc1ccc(C2SCCN2C(=S)Nc2cccc(Cl)c2)cc1 (centres undefined)	8	-8	25	-15	0	1.1	15	1.1	-5
CCOC(=O)c1sc2nc3c(cc2c1N)COC(C(C)C)C3 (centres undefined)	1	10	4	-8	1	1.1	1	0.9	9
Cc1ccc(Nc2nnc(SCC(=O)NCC3CCCO3)s2)cc1 (centres undefined)	0	-11	2	5	-9	0.95	9	1.1	7
COc1ccc(C[C@H]2CN3C(=NC[C@@H]3C(C)C)N2C[C@H](C)NC(=O)c2ccc(C)c(Br)c2)cc1	-8	-2	-4	-23	48*	1.2	8	1	8
CCOc1ccc(NC(=O)C2CCCN2C(=O)NC2CCCCC2)cc1 (centres undefined)	5	9	19	4	2	0.96	8	0.91	0
Cc1cc(NCc2ccccc2)n2ncnc2n1	2	-5	10	3	-13	0.97	-4	1.1	3
Cc1cc(SCC(=O)OCC(=O)N2CCCC2=O)c(C)cc1Br	26	-31	-9	4	22	0.96	26	1.3	3
O=C(N/N=C/c1ccsc1)c1ccccn1	0	-9	27	10	-11	0.9	3	1.1	16
CCOc1ccc2nc(SCc3ccccc3C#N)sc2c1	6	2	10	5	-2	0.95	14	0.98	5
CCOC(=O)C1=C(C)NC(=O)NC1c1ccc(NC(C)=O)cc1 (centres undefined)	2	-73	20	-11	8	1.1	-5	1.7	5
COc1ccc(NC(=O)Cc2ccc(C)c(C)c2)cc1S(=O)(=O)N1CCCCC1	-11	15	0	-64	14	1.6	-37	0.85	-14
CCCN1Cc2cccc(C(=O)N3CCN(c4ccccc4)CC3)c2C1=O	-6	-22	18	-7	8	1.1	18	1.2	-4
CC(=O)Nc1cccc(NC(=O)CSc2ncc(-c3ccccc3)[nH]2)c1	-10	-10	7	-8	6	1.1	-2	1.1	-6
COc1ccc2[nH]c3c(c2c1)CCN1C(=O)N([C@@H](C)C(=O)NC2CC2)C(=O)[C@]31C	-9	0	7	2	-10	0.97	-1	1	-9
Cc1csc(NC(=O)c2cc[n+]([O-])cc2)n1	-1	14	12	14	-3	0.86	5	0.86	8
CCCCC(=O)Nc1ccc(NC(=O)c2ccco2)cn1	1	-21	19	5	0	0.95	-10	1.2	6
CCOC(=O)c1ccccc1NC(=O)COC(=O)CSc1ccccc1	-4	-19	-15	-5	21	1.1	9	1.2	12
COC(=O)c1ccccc1NC(=S)N1CCN(c2ccccc2)CC1	-3	6	-7	7	13	0.93	33	0.94	24
Cc1ccc(N2CC(C(=O)Nc3ccccc3OC(F)F)CC2=O)cc1 (centres undefined)	8	7	7	1	-5	0.99	5	0.93	-4
Cc1ccc(CCN2CC(C(=O)NCCN(C)C)CC2=O)cc1 (centres undefined)	-2	9	1	7	-3	0.93	-2	0.91	4
NC(CC(=O)OC1CCCCC1)C(=O)OC1CCCCC1 (centres undefined)	-4	-1	14	-5	10	1.1	17	1	10
Cc1ccc(-c2noc(C3CCCN(C(=O)c4cccc([N+](=O)[O-])c4)C3)n2)o1 (centres undefined)	-6	-4	5	-3	5	1	17	1	-2
COc1cc(-c2c(-c3ccc4c(c3)OCO4)noc2-c2ccsc2)ccc1F	0	5	4	2	-1	0.98	8	0.95	-3
COc1ccc(-n2nc(C(=O)NCC(=O)Nc3cc(Cl)c(OC)cc3OC)c3ccccc3c2=O)cc1	3	-12	19	0	14	0.99	19	1.1	0
COc1ccc(CCC(=O)NNC(=O)Nc2ccc(OC)c(OC)c2)cc1	-5	-15	8	-4	-5	1	-3	1.2	15
C=CCn1c(-c2cccc(S(=O)(=O)N(CC)CC)c2)n[nH]c1=S	1	12	15	5	-9	0.95	2	0.88	4
CCN(C(=O)CSc1nnc2nc(C)cc(C)n12)c1ccccc1	4	3	-3	-1	-2	1	5	0.97	-4
CN(C)c1cccc(C(=O)OCCNC(=O)c2cccc(S(=O)(=O)N3CCOCC3)c2)c1	1	-18	0	-4	-5	1	-5	1.2	-17
CN(c1ccc(C(=O)Nc2ccccc2C(=O)N2CCOCC2)cc1)S(C)(=O)=O	12	-24	3	-12	-4	1.1	-2	1.2	2
CC(NS(=O)(=O)c1ccccc1)C(=O)NC1CCCC1 (centres undefined)	1	0	9	3	1	0.97	7	1	6
O=C(N/C=N/O)C(c1ccccc1)c1ncc(C(F)(F)F)cc1Cl (centres undefined)	2	11	17	-10	4	1.1	12	0.89	-2
Cn1c(NC(=O)C2c3ccccc3Oc3ccccc32)cc(=O)n(C)c1=O	-11	5	3	7	3	0.93	7	0.95	12
CNC(=S)N(Cc1ccc(Cl)cc1)Cc1cccs1	1	-10	10	-2	17	1	25	1.1	19
